# Screening results from PubChem BioAssay.
# USP2a block: USP2a (human) protease inhibition | AID 463254 | Potency, µM (titrated, usually from 38.3 µM), inactives show at the highest dose activity change, negative = inhibition, hits mostly inhibitors | O75604 | USP2 core, Ub-CHOP2 coupled fluorogenic reporter, 485/531 | actives 0.01% (n = 330,000);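 note: potency is the fitted concentration of half-maximal effect; plate controls were DMSO wells for no effect and full inhibition by NEM control for full effect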
#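 Deubiquitinase activity read as fluorescence (485/531 nm) after Ub-CHOP2 cleavage activates the enterokinase reporter on its substrate; USP2 core 10nM, Ub-CHOP2 and substrate 25nM each, 30min compound preincubation then 60min RT; data normalized to NEM, curves fitted.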
# Eya2 phos inh: blocks the phosphatase activity of human Eya2 | O00167 | recombinant Eya2, OMFP fluorescence dephosphorylation (OMFP is methylfluorescein phosphate) | Potency, µM (highest dose often 76.9 µM), for inactives: at the top dose activity, negative = inhibition, usual class: inhibitors | actives 0.006% (n = 330,000) | AID 488837; note: potency is the fitted concentration of half-maximal effect; % is set by controls: 0 for no effect and ±100 for the full control effect
#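 Eya2 (0.2 uM) preincubated 10 min at ambient with compound, then OMFP substrate added at 50 uM; 10 min reaction in 50 mM HEPES pH 7.5, 50 mM NaCl, 5 uM MgCl2, 0.05% BSA, 1 mM DTT. Fluorescence read at Ex 485/Em 525 nm.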
# TRPV1 ag: activates the human vanilloid receptor TRPV1; Q8NER1; TRPV1-expressing cells, Fluo-8 calcium influx, agonist mode; activation, % at 8.33 µM; actives 0.19% (n = 320,000); AID 540275; in the data active = activation above about 80%; inconclusive = between about 30% and that limit; note: 0% is about no effect
# Target sequence (Q8NER1 whole entry, looked up): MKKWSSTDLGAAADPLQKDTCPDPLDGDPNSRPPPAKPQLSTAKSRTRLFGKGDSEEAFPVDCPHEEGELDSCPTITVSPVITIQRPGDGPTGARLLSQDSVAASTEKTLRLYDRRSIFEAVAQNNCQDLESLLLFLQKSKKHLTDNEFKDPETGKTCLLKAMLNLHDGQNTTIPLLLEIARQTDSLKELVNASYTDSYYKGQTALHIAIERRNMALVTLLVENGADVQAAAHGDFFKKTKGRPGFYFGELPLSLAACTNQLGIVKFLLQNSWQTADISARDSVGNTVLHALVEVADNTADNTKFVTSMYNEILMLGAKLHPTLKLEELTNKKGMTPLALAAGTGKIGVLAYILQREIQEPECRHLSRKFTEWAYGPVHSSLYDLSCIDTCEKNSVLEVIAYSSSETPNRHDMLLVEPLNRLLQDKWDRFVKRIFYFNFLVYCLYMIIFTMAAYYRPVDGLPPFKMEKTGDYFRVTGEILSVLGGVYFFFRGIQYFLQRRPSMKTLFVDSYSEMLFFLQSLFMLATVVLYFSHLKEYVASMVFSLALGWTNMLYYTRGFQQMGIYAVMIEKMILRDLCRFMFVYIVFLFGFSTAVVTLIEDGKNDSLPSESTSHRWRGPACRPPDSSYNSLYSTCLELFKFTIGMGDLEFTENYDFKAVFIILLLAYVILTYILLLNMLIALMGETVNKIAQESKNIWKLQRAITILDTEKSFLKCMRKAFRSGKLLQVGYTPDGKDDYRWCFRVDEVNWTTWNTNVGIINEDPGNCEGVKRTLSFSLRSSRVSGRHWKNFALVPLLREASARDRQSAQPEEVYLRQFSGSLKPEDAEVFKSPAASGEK
#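 Cells expressing TRPV1 were dye-loaded with Fluo-8 and read kinetically: 10 s baseline, 3 min after compound (agonist portion), then 2 min after EC20 capsaicin (allosteric enhancer portion). Calcium-bound dye fluorescence at 480/520 nm.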
# PTAP TSG101 blk: blocks PTAP/TSG101 interaction to inhibit HIV-1 budding. Potency, µM (titrated, usually from 115 µM), for inactives: at the top dose activity change, negative = inhibition, hits mostly inhibitors. Fluorescence polarization, FITC-PTAP peptide / Tsg101 binding. AID 493005. Q99816. 340,000 tested, under 10 active; active = well fitted inhibition curve with a large enough effect in the main read-out, with a control signal flat, not every such curve was filed as active; inconclusive = small, poorly fitted or top-dose-only effect, or effect the other way, or a change in a side signal; inactive = no such curve, though single readings can be large or run the other way; note: potency is the fitted concentration of half-maximal effect; % of control where 0% means no effect
#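 FP read-out: FITC-PTAP peptide, 50 nM final, binding Tsg101 binding domain, 10 uM final; 20 min, r.t.; 10 mM HEPES pH 7.5, 0.15 M NaCl, 0.01% Tween 20, 3 mM EDTA, 0.1 mM TCEP.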
# p53 reactivation: mutant p53 re-activation in reporter cells; H1299 p53-A138V BP100-luciferase reporter, luminescence, 24 h; AID 504706; Potency, µM (titrated, usually from 92.2 µM), for the others: at the highest dose activity change, positive = activation, hits mostly activators; actives 0.063% (n = 320,000); note: potency is the fitted concentration of half-maximal effect; % of control where 0% means no effect; nearly all actives have a fitted effect of over 45% in size
#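 p53-null H1299 cells stably carrying temperature-sensitive p53-A138V and a BP100-luciferase reporter were pinned with compounds (4-point, 1:5 series) and held 24 hrs at 37 deg C. Luminescence was read 10 min after detection reagent.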
# BRCA1 expr up: activators of BRCA1 expression; actives 1.1% (n = 380,000); Potency, µM (titrated, usually from 46.1 µM), without a hit: at the highest dose activation, actives largely listed as activators; MCF7-BRCA1-FFLuc reporter, luminescence, 48 h; response scale: scaled: vehicle 0%, 10 µM genistein 100%; note: potency is the fitted concentration of half-maximal effect; nearly all actives have a fitted effect of over 80% in size; some results filed as inactive show a strong effect at the top dose
#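 First, MCF7-BRCA1-FFLuc cells (2000/well) attach for 2 h; next, compounds are pin-added and incubated 48 h at 37 °C; finally, luciferase reagent is added and luminescence read after 15 min.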
# B2AR arrestin: beta2AR (human) beta-arrestin recruitment activity; AID 492947; Potency, µM (doses to about 46.1 µM), without a hit: top-dose activation, actives largely listed as activators; actives 0.02% (n = 330,000); P07550; beta-arrestin recruitment to beta2AR, cell-based reporter;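 note: potency is the fitted concentration of half-maximal effect; 0% = DMSO controls and full agonism = EC100 isoproterenol or metaproterenol; nearly all actives have a fitted effect of over 65% in size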
# uPA surface inh: inhibitors of cell surface uPA generation; cell surface uPA generation assay, qHTS; Potency, µM (top dose mostly 38.3 µM), without a hit: at the highest dose activity change, negative = inhibition, usual class: inhibitors; actives 0.31% (n = 330,000); AID 540303; active = well fitted inhibition curve with a large enough effect; inconclusive = small, poorly fitted or top-dose-only effect; inactive = no such curve, though single readings can be large or run the other way; tested in mouse RAW 264.7 cells; note: potency is the fitted concentration of half-maximal effect; % is set by controls: 0 for no effect and ±100 for the full control effect; nearly all actives have a fitted effect of over 55% in size
# a7 integrin act: activators of alpha7 integrin expression for muscular dystrophy | actives 0.064% (n = 350,000) | Potency, µM (titrated, usually from 38.3 µM), for inactives: at the top dose activation, most hits filed as activators | alpha7betagal myoblasts, beta-gal FDG fluorescence, 48 h | AID 624291;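 note: potency is the fitted concentration of half-maximal effect; 100% = response of the positive control SU9516; nearly all actives have a fitted effect of over 60% in size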
#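 alpha7betagal+/- myoblasts (passage 13, 250/well) treated 48 h at 37C with compounds at 1:260 dilution of DMSO stock. Lysed, then beta-galactosidase activity read as FDG fluorescence (ex 480/em 540) after 30 min, with pre-read for autofluorescence.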
# S-ASM inh: human S-ASM enzyme inhibition; P17405; placental ASM, HMU-PC fluorogenic substrate, 60 min; Potency, µM (titrated, usually from 57.5 µM), for inactives: at the highest dose activity change, negative = inhibition, usual class: inhibitors; actives 0.006% (n = 340,000); AID 504937; note: potency is the fitted concentration of half-maximal effect
#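 Fluorescence read-out (Ex 386 nm, Em 447 nm) after stopping the reaction at pH 10. Enzyme: ASM from human placenta; substrate HMU-PC0, 9 uM final; 60 min, 37 °C. Compound preincubation 10 min, ambient temperature.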
# ELG1 genotox: inducers of genotoxicity in HEK293T ELG1-luciferase cells; HEK293T ELG1-luciferase reporter, luminescence, 16 h; Potency, µM (doses to about 46 µM), for inactives: top-dose activity change, positive = activation, usual class: activators; actives 1.3% (n = 330,000); note: potency is the fitted concentration of half-maximal effect; % of control where 0% means no effect; nearly all actives have a fitted effect of over 60% in size
#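 Genotoxicity was scored as increased ELG1-luciferase reporter signal, measured by ONE-Glo luminescence (30 min, room temperature). Compound or vehicle exposure of the HEK293T reporter cells lasted 16 hr at 37°C.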
# * marks the source's active call; other numbers are inactive results; ? = inconclusive; . = no result given; [ ] = another dose, or the depositor's remark. Unless noted, calls come from the whole dose curve; as a rule, active = well fitted curve in the direction sought with a large enough effect; inconclusive = small, poorly fitted or top-dose-only effect, or another doubt; inactive = no such curve, though single readings can be large; an effect the other way counts as inactive or inconclusive.
SMILES,USP2a block,Eya2 phos inh,TRPV1 ag,PTAP TSG101 blk,p53 reactivation,BRCA1 expr up,B2AR arrestin,uPA surface inh,a7 integrin act,S-ASM inh,ELG1 genotox
CN(c1ccccc1)c1nc(N)c([N+](=O)[O-])c(N2CCOCC2)n1,1%,8%,.,-3%,3%,25%,-0.2%,-9%,-21%,-2%,4%
O=C(Cn1cc([N+](=O)[O-])cn1)Nc1nc2ccccc2s1,4%,9%,3,-9%,-5%,9%,-0.3%,-4%,25%,-2%,0%
CCOc1cc(C2Nc3cccc4cccc(c34)N2)ccc1O,-28%,-23%,-4,-6%,2%,-20%,0.3%,-3%,13%,-12%,-1%
Cn1c(=O)c2[nH]c(CCCc3ccc([N+](=O)[O-])cc3)nc2n(C)c1=O,.,.,.,-12%,.,-23%,.,14%,-9%,20%,.
CCOc1ccc(NS(=O)(=O)c2cc(C(=O)NCC3CCCO3)ccc2Cl)cc1 (configuration not stated),0%,23%,-2,-5%,-3%,-22%,-0.2%,-4%,18%,2%,-1%
Cc1ccc(-c2nc(CS(=O)CC(=O)NCc3ccc(Cl)cc3)c(C)o2)cc1 (configuration not stated),2%,6%,11,-2%,-2%,-21%,-0.3%,-13%,-4%,-5%,2%
CN(C)c1cc(-c2ccc(Cl)cc2Cl)oc(=O)c1Cl,2%,-8%,-9,-5%,-2%,40%,-0.6%,?,?,-8%,-4%
CCOC(=O)[C@@H]1[C@H]2COc3ccc(Br)cc3[C@@H]2N2C(=O)N(c3ccc(C)cc3)C(=O)[C@@]12C,-2%,-15%,.,-4%,-5%,-3%,0.2%,8%,27%,0%,0%
CCOc1cc(/C=C(/NC(C)=O)C(=O)O)cc(Cl)c1OCc1cccc(Br)c1,-1%,-8%,-1,2%,3%,23%,0.4%,0%,-1%,-17%,1%
O=Nc1c(O)n(Cc2cccc(Cl)c2)c2ccccc12,4%,-13%,-5,-14%,-3%,-2%,-0.3%,5%,-25%,-4%,-1%
CCCn1ccnc1SC(C)C(=O)Nc1c(C)n(C)n(-c2ccccc2)c1=O (configuration not stated),-3%,-10%,1,-6%,-1%,-17%,0.1%,-7%,1%,4%,2%
O=C(O)C1C2C=CC(C2)C1C(=O)NCc1cccc(Cl)c1 (configuration not stated),0%,?,4,2%,-6%,-17%,0.1%,4%,-12%,1%,-1%
Cc1cnc(=O)[nH]c1SCC(=O)Nc1nccs1,-1%,6%,1,-4%,14%,0%,-0.4%,-4%,3%,2%,-8%
CCC(=O)Nc1ccc(NC(=O)CSc2nnnn2-c2ccc(OC)cc2)cc1,-3%,5%,-2,-2%,?,-7%,-0.3%,12%,-23%,3%,4%
OCC(O)/C=N/Nc1nc(Nc2ccccc2)nc(Nc2ccccc2)n1 (configuration not stated),0%,3%,?,-7%,2%,76%,-0.7%,3%,27%,-6%,2%
O=[N+]([O-])c1nn(-c2ccc3c(c2)OCCO3)n(O)c1=NC1CCCCCC1,-1%,11%,16,-4%,?,13%,0.1%,.,-5%,-13%,?
CC/C(O)=C1\C(=O)CC(c2ccccc2)CC1=NCCC(=O)O (configuration not stated),1%,-4%,0,-7%,-13%,9%,-0.1%,2%,29%,2%,5%
O=C(CSc1nc2c(oc3ccccc32)c(=O)n1CC1CCCO1)NCc1ccccc1 (configuration not stated),0%,-1%,10,-3%,-2%,-18%,-0.3%,16%,4%,.,1%
Cc1cc(C)n(C2CCCCC2OC(=O)c2ccccc2F)n1 (configuration not stated),3%,12%,2,-3%,-3%,1%,-0.2%,4%,17%,4%,1%
COc1ccc2c(c1)OC[C@H]1[C@H]2N2C(=O)CN(CC3CCCO3)C(=O)[C@@]2(C)[C@H]1c1ccccc1 (some centres not stated),-1%,7%,5,.,-7%,10%,0.1%,2%,10%,-6%,2%
Cc1csc(NC(=O)c2ccc(=O)[nH]c2)n1,0%,8%,-1,-4%,8%,-23%,-0.2%,10%,0%,8%,0%
Cc1c(N/C=C/C(=O)C(F)(F)F)c(=O)n(-c2ccccc2)n1C,3%,-2%,0,0%,1%,-25%,0.0%,5%,41%,3%,0%
CCOc1ccc2oc(C(=O)OCC(=O)N3CC(C)OC(C)C3)c(C)c2c1 (configuration not stated),-1%,-9%,2,-8%,0%,-5%,0.1%,-5%,32%,2%,-4%
COCCN(CC(=O)NCc1ccc(F)cc1)C(=O)CCC(=O)Nc1nccs1,2%,28%,-1,-7%,3%,-23%,0.2%,0%,4%,-2%,1%

# Gathered by group, those above containing an NH in an aromatic ring.
SMILES,USP2a block,Eya2 phos inh,TRPV1 ag,PTAP TSG101 blk,p53 reactivation,BRCA1 expr up,B2AR arrestin,uPA surface inh,a7 integrin act,S-ASM inh,ELG1 genotox
Cn1c(=O)c2[nH]c(CCCc3ccc([N+](=O)[O-])cc3)nc2n(C)c1=O,.,.,.,-12%,.,-23%,.,14%,-9%,20%,.
Cc1cnc(=O)[nH]c1SCC(=O)Nc1nccs1,-1%,6%,1,-4%,14%,0%,-0.4%,-4%,3%,2%,-8%
Cc1csc(NC(=O)c2ccc(=O)[nH]c2)n1,0%,8%,-1,-4%,8%,-23%,-0.2%,10%,0%,8%,0%

# The listing continues.
SMILES,USP2a block,Eya2 phos inh,TRPV1 ag,PTAP TSG101 blk,p53 reactivation,BRCA1 expr up,B2AR arrestin,uPA surface inh,a7 integrin act,S-ASM inh,ELG1 genotox
CN(C)c1ccc(-n2cccc2/C=C/[N+](=O)[O-])cc1,-1%,-12%,14,-1%,-8%,-88%[inhibitor],-0.3%,-20%,-49%,-7%,-14%
CCOc1cc(C(=O)NCCc2ccc(S(N)(=O)=O)cc2)cc(OCC)c1OCC,-1%,-5%,25,-3%,-2%,-5%,-0.2%,-4%,-25%,1%,-2%
Cc1cc(NS(=O)(=O)c2ccccc2)no1,1%,-9%,1,5%,-2%,3%,-0.3%,9%,-3%,5%,-1%
CCSC1=C(C#N)C(c2ccc(C)o2)CC(=O)N1 (configuration not stated),4%,-19%,-3,0%,-2%,17%,-0.3%,2%,-4%,2%,1%
COc1cccc(N2C(=O)C(O)=C(C(C)=O)C2c2ccc(OC)c(OC)c2)c1 (configuration not stated),3%,-17%,1,-7%,2%,4%,0.0%,1%,10%,-1%,8%
CCOC(=O)c1ccc(NC(=S)NCCc2ccc(F)cc2)cc1,0%,-16%,?,-1%,5%,-67%,0.5%,3%,-32%,-10%,-1%
Cc1ccc(C)c(S(=O)(=O)N2CCN(C(=O)Cc3c(F)cccc3Cl)CC2)c1,0%,-2%,-2,-2%,-9%,-22%,-0.3%,-3%,10%,2%,-6%
C/C(=N\NC(=O)c1ccccc1C)c1ccc(N2CCOCC2)cc1,1%,24%,-4,-3%,-3%,13%,0.0%,-5%,?,2%,1%
Cc1ccccc1OCC(=O)Nc1cnn(CCCC(=O)O)c1,1%,12%,-1,-7%,1%,-7%,0.4%,6%,-23%,1%,1%
CC(=O)c1ccccc1NC(=O)CN1C(=O)CS/C1=C\c1nc(-c2ccc(C)cc2)cs1,4%,10%,4,1%,2%,2%,-0.2%,1%,6%,-3%,0%
C=C1SC(=Nc2c(C)cccc2Cl)N(C(=O)c2sc3ccccc3c2Cl)C12CCCCC2,0%,3%,2,0%,0%,-6%,0.2%,0%,-12%,-1%,-8%
Cc1ccccc1-c1nnc(Cc2ccccc2)o1,1%,5%,10,-3%,?,2.8µM*,-1.2%,-3%,11%,2%,?
O=C(O)/C=C\c1cc2c(cc1[N+](=O)[O-])OCO2,4%,?,2,-2%,2%,-6%,-1.1%,0%,-5%,-1%,-2%

# Structures listed above marked active in BRCA1 expr up.
mol | Eya2 phos inh | TRPV1 ag | PTAP TSG101 blk | p53 reactivation | BRCA1 expr up | B2AR arrestin | uPA surface inh | a7 integrin act | S-ASM inh
Cc1ccccc1-c1nnc(Cc2ccccc2)o1 | 5% | 10 | -3% | ? | 2.8µM* | -1.2% | -3% | 11% | 2%

# Random excerpt: two compounds from above
SMILES,USP2a block,Eya2 phos inh,TRPV1 ag,PTAP TSG101 blk,p53 reactivation,BRCA1 expr up,B2AR arrestin,uPA surface inh,a7 integrin act,S-ASM inh,ELG1 genotox
CN(C)c1ccc(-n2cccc2/C=C/[N+](=O)[O-])cc1,-1%,-12%,14,-1%,-8%,-88%[inhibitor],-0.3%,-20%,-49%,-7%,-14%
Cc1ccccc1OCC(=O)Nc1cnn(CCCC(=O)O)c1,1%,12%,-1,-7%,1%,-7%,0.4%,6%,-23%,1%,1%
